Compound activity from PubChem.
MOR-DOR ag: agonists of OPRM1-OPRD1 heterodimerization, primary screen, cell-based, luminescence; activation, % at 9.3 µM; Mu-type opioid receptor (Homo sapiens) + Delta-type opioid receptor (Homo sapiens), …; AID 504326, 2011; cells; 0.3% of 340,000 active; in the data active means activation above about 18%;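 further: 0% = vehicle-treated cells and 100% = reference agonist; values of inactives mirror those of a sister screen read the other way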
Target sequence (P35372 whole entry, looked up): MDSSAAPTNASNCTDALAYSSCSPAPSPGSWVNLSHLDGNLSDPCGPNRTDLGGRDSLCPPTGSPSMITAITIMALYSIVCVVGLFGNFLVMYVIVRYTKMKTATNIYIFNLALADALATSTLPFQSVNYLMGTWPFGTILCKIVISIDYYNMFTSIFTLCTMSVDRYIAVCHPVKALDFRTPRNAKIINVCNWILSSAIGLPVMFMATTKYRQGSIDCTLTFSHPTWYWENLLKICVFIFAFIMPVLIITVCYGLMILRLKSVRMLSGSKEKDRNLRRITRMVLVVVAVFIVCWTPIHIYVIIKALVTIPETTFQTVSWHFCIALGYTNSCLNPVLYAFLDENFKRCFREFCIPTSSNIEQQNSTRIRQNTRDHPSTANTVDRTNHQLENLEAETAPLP
Target sequence (P41143 whole entry, looked up): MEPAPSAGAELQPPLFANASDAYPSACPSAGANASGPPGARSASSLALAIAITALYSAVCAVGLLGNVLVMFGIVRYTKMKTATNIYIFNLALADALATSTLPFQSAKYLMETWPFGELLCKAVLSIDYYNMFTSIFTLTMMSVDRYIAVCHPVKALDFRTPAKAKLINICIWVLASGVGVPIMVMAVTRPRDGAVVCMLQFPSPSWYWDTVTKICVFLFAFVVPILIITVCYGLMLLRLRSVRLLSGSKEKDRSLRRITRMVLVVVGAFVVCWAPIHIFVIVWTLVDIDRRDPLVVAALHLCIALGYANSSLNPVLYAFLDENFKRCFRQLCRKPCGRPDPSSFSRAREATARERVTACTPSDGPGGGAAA
Cardiac RTF inh: cardiac RTF calcium sensitivity inhibitors, primary screen, biochemical, IANBD-TnC fluorescence, EC70 calcium | IANBD-labeled cardiac RTF, Ca2+ fluorescence | 0.12% of 340,000 active | Troponin I, cardiac muscle (Homo sapiens) + Troponin T, cardiac muscle (Homo sapiens) + … | inhibition, % at 7.15 µM;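 active means inhibition above the mean inhibition of all tested compounds plus 3 SD, cut at about 17% in these data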;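 further: assay run at fixed EC70 calcium of 1.6 mM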
V-ATPase pH: regulators of yeast V-ATPase proton pumping, primary screen, pHLuorin cytosolic pH fluorescence; 0.37% of 350,000 active; response, % at 10 µM; S. cerevisiae; in the data active means response mostly above about 7.3%, no sharp cut-off; inactive means mostly below about 5.4%; further: actives read high; inactives centre near 0; some compounds called inactive have numbers as strong as hits; reference of the scale not given here
HTR5A inv ctr: HTR5A inverse agonists in luminescence cell assay, primary screen, counter-screen for OPRM1-OPRD1 heterodimer inverse agonist project, full-deck HTS. HTR5A cell line, inverse agonism. 0.083% of 340,000 active. inhibition, % at 9.3 µM. 5-hydroxytryptamine receptor 5A (Homo sapiens), P47898. AID 504634, 2011; in the data active means inhibition mostly above about 23%, no sharp cut-off; inactive means mostly below about 18%;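 further: 0% = cells with DMSO and 100% = no-cell wells with DMSO; some compounds called inactive have numbers as strong as hits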
C-LANA FP: inhibitors of KSHV C-LANA binding to DNA, primary screen, biochemical, fluorescence polarization, FAM-LBS DNA, MBP-C-LANA, single point; Kaposi's sarcoma herpesvirus LANA C-terminal domain (residues 932-1162) DNA binding; 0.078% of 340,000 active; inhibition, % at 9 µM; AID 504423, 2011;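 active means highest replicate inhibition at or above 60% at 9 µM, even if other replicates fall short; inactive means all replicates below 60% inhibition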;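 further: 0% = neutral control wells and 100% = 4 µM acridine orange control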
MOR-DOR inv ag: inverse agonists of MOR-DOR heterodimerization, primary screen, cell-based, luminescence; cell-based MOR-DOR heterodimer luminescence, inverse agonism; inhibition, % at 9.3 µM; AID 504357, 2011; 0.21% of 340,000 active; in the data active means inhibition above about 22%, passing the limit was not always enough;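 further: 0% = cells with DMSO and 100% = wells without cells with DMSO; values of inactives mirror those of a sister screen read the other way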
CAL PDZ FP: untagged CAL PDZ binding inhibitors, primary screen, biochemical, fluorescence polarization, HTS | Golgi-associated PDZ and coiled-coil motif-containing protein (Homo sapiens), Q9HD26 | purified CAL PDZ, TMR-peptide fluorescence polarization, 1 h | inhibition, % at 24.9 µM | 0.92% of 300,000 active;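 active means mean inhibition of at least 30% with at least half of replicates also reaching 30%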;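 further: 0% = DMSO neutral control and 100% = excess unlabeled competitor peptide PRC23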
Keap1-Nrf2 PPI: Keap1-Nrf2 protein-protein interaction inhibitors, primary screen, biochemical, fluorescence polarization, single point; Kelch-like ECH-associated protein 1 (Homo sapiens), Q14145; Keap1 Kelch-Nrf2 peptide fluorescence polarization, 1536-well; inhibition, % at 9.4 µM; 0.15% of 340,000 active; AID 504523, 2011; in the data active means inhibition above about 12%;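 further: human Keap1 Kelch domain with fluorescein labeled Nrf2 9mer peptide probe; 0% = neutral control wells and 100% = peptide positive control; higher means more block of Keap1 binding to Nrf2 peptide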
HTR5A ag: HTR5A agonists in luminescence cell assay, primary screen, counter-screen for OPRM1-OPRD1 heterodimer agonist project, full-deck HTS | 5-hydroxytryptamine receptor 5A (Homo sapiens), P47898 | cell-based | activation, % at 9.3 µM | 0.61% of 340,000 active; in the data active means activation mostly above about 9.5%, no sharp cut-off; inactive means mostly below about 7.6%;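 further: 0% = cells with vehicle only and 100% = reference agonist; strong numbers were not always called active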
cardiac RTF act: cardiac RTF calcium sensitivity activators, primary screen, biochemical, IANBD-TnC fluorescence, EC20 calcium; Troponin I, cardiac muscle (Homo sapiens) + Troponin T, cardiac muscle (Homo sapiens) + …; IANBD-labeled TnC RTF fluorescence at EC20 calcium; 0% EC20 calcium, 100% full calcium; activation, % at 7.2 µM; 0.24% of 340,000 active; AID 493008, 2010;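 active means activation above the mean over all tested compounds plus 3 SD, cut at about 30% in these data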;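 further: rise in fluorescence read as greater calcium sensitivity of cardiac thin filaments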
Numbers without * were called inactive; . = no result given.

SMILES	MOR-DOR ag	Cardiac RTF inh	V-ATPase pH	HTR5A inv ctr	C-LANA FP	MOR-DOR inv ag	CAL PDZ FP	Keap1-Nrf2 PPI	HTR5A ag	cardiac RTF act
Cc1sc2nc(CSCC(=O)N3CC(C)OC(C)C3)[nH]c(=O)c2c1C (configuration not stated)	-0.4	-9	-2	-4	-0.6	2	1	-4	1	1
O=C(/C=C/c1cccc(C(F)(F)F)c1)N1CCN(c2ccccn2)CC1	-2.1	0	1	-11	2.3	11	4	-5	11*	4
O=C(NNC(=O)c1cc(-c2ccncc2)nc2ccccc12)c1cccc(Cl)c1	-3.6	-12	0	-10	1.5	19	8	-4	4	-3
COc1cc(CNC2CCCCC2)c(Br)cc1OC1CCCC1	3.6	-2	0	1	-1.6	-18	2	-2	8	-4
CC1CCN(C(=O)CN2C(=O)COc3ccc(Cl)cc32)CC1	-2.6	-2	-1	13	-1.5	18	-3	0	1	1
CCC(=Cc1ccccc1OC)c1ccncc1	1.0	-7	-4	-8	-2.2	-5	-3	2	2	20
Cc1nn2c(-c3ccccc3)nnc2c2ccccc12	-0.5	-18	-1	-1	-1.2	3	-1	-3	-3	6
CC(C)c1ccccc1NC(=O)c1cccnc1	-4.1	-7	1	8	0.7	17	.	-1	-1	0
CCc1ccc(CNC(=O)C2CCC(=O)N(CCc3ccc(Cl)cc3)C2)nc1 (configuration not stated)	-2.5	-3	-1	11	0.7	13	12	-4	3	-3
O=C(c1cc([N+](=O)[O-])cc([N+](=O)[O-])c1)N1CCN(Cc2ccc3c(c2)OCO3)CC1	2.0	2	4	-18	-0.8	-11	2	2	6	-1
CC(C)(C)C1CCc2onc(C(=O)Nc3ccc(F)cc3F)c2C1 (configuration not stated)	5.5	2	-2	-13	-1.7	-30	-1	-6	3	-5
COc1cc(C(=O)N2CCN(C(=O)c3cccc4ccccc34)CC2)cc(OC)c1OC	0.1	-6	3	-10	1.9	-1	1	1	4	-10
Cc1[nH]nc(-c2ccc(OCc3cnn(-c4ccccc4)c3)c(C)c2O)c1Oc1ccccc1	14	-1	-1	-27	-1.3	-64	0	-1	22*	-2
CSc1ccccc1NC(=O)CN1CC(C)OC(C)C1 (configuration not stated)	-2.3	0	-2	-4	-2.1	12	-2	-2	1	6
COc1ccc(C(=O)NC2CC2)cc1OC1CCN(Cc2ccccc2F)CC1	0.1	6	-2	2	-0.8	-1	0	2	-1	0
CC(=O)CC(C)(C)S(=O)(=O)c1ccc(Oc2ccc(S(=O)(=O)C(C)(C)CC(C)=O)cc2)cc1	-1.9	-13	0	-8	-0.3	9	0	-4	3	8
CCOC(=O)c1c(-c2ccccc2)oc2ccc(O)c(CN3CCCC3)c12	1.4	2	-4	8	-0.6	-7	-7	0	4	-4
COc1cc(C)c(N(C(C)=O)c2ccccc2)c(C)c1	-2.8	-4	5	-6	-1.3	12	-1	-1	3	-1
c1ccc(-n2nnc(-c3nccs3)n2)cc1	-2.7	-4	-4	-19	-1.0	16	-5	-6	1	4
C/C(CC(=O)Nc1ccc(Cl)cc1C(F)(F)F)=N\NC(=O)c1cccs1	-2.2	1	0	-13	0.0	11	-6	-1	5	1

6 records picked at random from the list so far:
SMILES	MOR-DOR ag	Cardiac RTF inh	V-ATPase pH	HTR5A inv ctr	C-LANA FP	MOR-DOR inv ag	CAL PDZ FP	Keap1-Nrf2 PPI	HTR5A ag	cardiac RTF act
COc1cc(C(=O)N2CCN(C(=O)c3cccc4ccccc34)CC2)cc(OC)c1OC	0.1	-6	3	-10	1.9	-1	1	1	4	-10
CCOC(=O)c1c(-c2ccccc2)oc2ccc(O)c(CN3CCCC3)c12	1.4	2	-4	8	-0.6	-7	-7	0	4	-4
COc1cc(C)c(N(C(C)=O)c2ccccc2)c(C)c1	-2.8	-4	5	-6	-1.3	12	-1	-1	3	-1
CSc1ccccc1NC(=O)CN1CC(C)OC(C)C1 (configuration not stated)	-2.3	0	-2	-4	-2.1	12	-2	-2	1	6
c1ccc(-n2nnc(-c3nccs3)n2)cc1	-2.7	-4	-4	-19	-1.0	16	-5	-6	1	4
CC(=O)CC(C)(C)S(=O)(=O)c1ccc(Oc2ccc(S(=O)(=O)C(C)(C)CC(C)=O)cc2)cc1	-1.9	-13	0	-8	-0.3	9	0	-4	3	8

Next part:
SMILES	MOR-DOR ag	Cardiac RTF inh	V-ATPase pH	HTR5A inv ctr	C-LANA FP	MOR-DOR inv ag	CAL PDZ FP	Keap1-Nrf2 PPI	HTR5A ag	cardiac RTF act
O=C(NCCC1=CCCCC1)C1CCN(S(=O)(=O)c2cnc[nH]2)CC1	0.6	-9	0	14	-0.7	-3	1	2	4	1
Cc1ccc(CN2CC34C=CC(O3)C(C(=O)NCc3ccco3)C4C2=O)cc1 (configuration not stated)	-0.7	-2	-1	-10	1.4	4	0	-7	-2	-3
Cc1cccc(N(CC(=O)NC(C)C)C(=O)CCC(=O)Nc2ccccn2)c1	-3.2	-6	0	-12	-1.4	15	-3	-3	3	9
O=C(NC1CCCCC1)C(c1ccccc1)N(Cc1ccc2c(c1)OCO2)C(=O)c1cnsn1 (configuration not stated)	1.7	-3	3	-24	-1.5	-10	-6	-1	-4	1
CCOC(=O)CCC(=O)Nc1ccc(S(=O)(=O)N2CCC(C)CC2)cc1	1.1	-11	-1	-20	3.3	-5	-3	0	7	-2
COc1ccc2oc(C(F)(F)C(F)F)cc(=O)c2c1	-0.8	1	-4	-15	-2.5	4	-1	-5	4	2
CC(=O)[C@H]1[C@H](CCc2ccccc2)NC(=O)N(Cc2ccccc2)[C@@H]1C	-0.4	-12	-1	-3	1.6	2	-1	6	1	-1
O=C(O)c1cccc(CN2C(=O)c3ccccc3C2=O)c1	-3.4	-1	2	-12	1.0	16	11	1	3	-14
O=S(=O)(NCC(c1ccc2c(c1)OCO2)N1CCOCC1)c1ccccc1 (configuration not stated)	-0.6	-2	3	-6	2.0	3	-5	-2	2	3
O=C(NCCCN1CCOCC1)c1onc(CSc2nc3ccccc3[nH]2)c1C(=O)NCCCN1CCOCC1	-2.2	6	5	-16	-0.6	13	0	-2	6	-4
Cc1ccc(C(=O)N[C@H](C(=O)OCc2cc(=O)n3c(n2)sc2ccccc23)C(C)C)cc1	1.0	-7	1	-8	2.8	-6	-3	-3	2	8
O=C(CNC(=O)c1cccc(F)c1)NC1CC1	-2.9	-8	0	1	-0.3	15	.	-5	0	0
CC(=O)Nc1nn(C)c2nc(C)cc(C)c12	-0.8	-6	-1	-4	-1.4	4	-2	1	1	-3
COc1cc(C(=O)Nc2ccc(OCC(=O)N3CCOCC3)cc2C)cc(OC)c1OC	-2.2	-5	-1	1	-1.4	11	-4	-6	0	-2
Cc1cc(-n2nc(C)cc2C)nc(NS(=O)(=O)c2ccccc2)n1	0.4	-8	-1	9	-0.7	-2	-1	1	5	1
CCc1nc2ccccc2c(=O)n1/N=C/c1ccc(OC)cc1	-0.8	-3	5	-5	0.0	4	-3	-8	-4	-2
COc1ccccc1N1CCN(C(=O)C2CCN(S(=O)(=O)c3ccc4c(c3)CC(C)N4C(=O)C3CC3)CC2)CC1 (configuration not stated)	1.5	-8	14*	8	0.1	-8	0	1	1	-7
O=C(C=Cc1ccc(Cl)s1)c1ccc(Cl)s1	-2.9	-2	4	-7	0.2	14	6	-2	2	-3
CN(C)S(=O)(=O)c1cccc(NC(=O)c2cc(-c3cccs3)nn2-c2cccc(Cl)c2)c1	0.4	-16	1	-9	0.1	-3	-2	1	1	2
Cc1cccc(C)c1NC(=O)CSc1ncnc2nc[nH]c12	0.4	-6	-2	17	0.5	-3	-3	-2	3	1

Entries of single compounds as entered above. Screens in order: MOR-DOR ag, Cardiac RTF inh, V-ATPase pH, HTR5A inv ctr, C-LANA FP, MOR-DOR inv ag, CAL PDZ FP, Keap1-Nrf2 PPI, HTR5A ag, cardiac RTF act
Cc1ccc(C(=O)N[C@H](C(=O)OCc2cc(=O)n3c(n2)sc2ccccc23)C(C)C)cc1 is listed with 1.0, -7, 1, -8, 2.8, -6, -3, -3, 2, 8
Cc1cc(-n2nc(C)cc2C)nc(NS(=O)(=O)c2ccccc2)n1 is listed with 0.4, -8, -1, 9, -0.7, -2, -1, 1, 5, 1
CCc1nc2ccccc2c(=O)n1/N=C/c1ccc(OC)cc1 is listed with -0.8, -3, 5, -5, 0.0, 4, -3, -8, -4, -2

Next structures follow.
SMILES	MOR-DOR ag	Cardiac RTF inh	V-ATPase pH	HTR5A inv ctr	C-LANA FP	MOR-DOR inv ag	CAL PDZ FP	Keap1-Nrf2 PPI	HTR5A ag	cardiac RTF act
O=C1c2ccccc2C(=O)N1CCCc1cn(C[C@H]2CC[C@H](Cn3cc(CCCN4C(=O)c5ccccc5C4=O)nn3)O2)nn1	-1.3	1	-1	-14	0.3	6	-4	0	4	7
CCSc1nnc(NC(=O)c2ccc3nc[nH]c3c2)s1	0.2	-4	4	15	-1.8	-1	-5	-6	-4	0
CC(C)CC(=O)NC(=S)Nc1ccccn1	-1.1	1	0	-22	0.0	7	1	-7	10	-1
c1coc(-c2nnc(NC3=NCCC3)o2)c1	0.3	0	-9	3	0.3	-2	-4	-2	4	-13
